GPR35 arrestin U2OS – inhibition of zaprinast-stimulated GPR35 beta-arrestin translocation – imaging, U2OS, beta-arrestin-GFP, zaprinast agonist, primary screen (AID 2058); U2OS GPR35 beta-arrestin-GFP translocation imaging, zaprinast antagonism; higher % means a stronger effect; 290,000 compounds, 0.052% hits; one-dose inhibition, % at 10 µM; IC50 in µM for titrated hits;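 active = inhibition of at least 50% with at least 30 cells and total cytoplasm GFP at most 10,000,000; inconclusive = under 30 cells or total GFP of 10,000,000 plus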
RSV antiviral HEp-2 – inhibition of RSV-induced cytopathic effect – HEp-2 cells, primary 10 µM value included (AID 2391). HEp-2 cells, RSV-induced CPE inhibition; higher % means a stronger effect. one-dose CPE inhibition, % at 10 µM; IC50 in µM for titrated hits. 310,000 compounds, 0.13% hits; in the data active = a potency from the dose series; inconclusive = CPE inhibition mostly from about 23% at the one dose, without a potency; inactive = the rest, 99 in 100 with CPE inhibition below about 21%; also: strong numbers were not always called active
Dengue-2 NS5 capping – Dengue-2 NS5 methyltransferase inhibitors, primary screen, biochemical, confirmation dose response (AID 588689) | 340,000 compounds, 0.3% hits | Dengue-2 NS5 methyltransferase capping enzyme assay, biochemical; higher % means a stronger effect | inhibition, % at 25 µM, or IC50 in µM where a hit was titrated; in the data active = a potency from the dose series; inconclusive = inhibition above about 29% without an active follow-up result
AID2073 – inhibitors of Mint1-CaV2.2 protein interaction, biochemical, HTRF (AID 2073). HTRF protein-protein interaction, Mint1-CaV2.2; higher % means a stronger effect. inhibition, % at 20 µM, or IC50 in µM where a hit was titrated. 290,000 compounds, 0.19% hits; in the data active = inhibition mostly above about 51%, no sharp cut-off; inconclusive = no clear call, values can overlap the other calls; inactive = mostly below about 53%; also: some results filed as inactive read as strong as hits
Autophagy HCS – alters autophagy in cells; MEF GFP-LC3 puncta imaging; test concentration mostly 10 µM; calls only at 10 µM (by protocol); 190,000 compounds, 0.98% hits;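 active = percentage of spot-positive cells more than 3 SD above its plate mean, without a fluorescence outlier flag or 80% toxicity; inconclusive = no clear call, values can overlap the other calls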;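 also: spot-positive cell cutoff set from DMSO-treated cells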
WT yeast gro inh – growth inhibition of WT yeast, mitochondrial fusion screen; mitochondrial fusion phenotypic screen, WT strain; inhibition, % at 10 µM; 190,000 compounds, 2.1% hits; AID 1362; in the data active = inhibition above about 58%; tested in S. cerevisiae
NTR1 ag – agonists of NTR1, primary screen, imaging, U2OS cells, beta-arrestin-GFP, high content (AID 493036); P30989; NTR1-U2OS beta-arrestin-GFP spot imaging, agonist mode; activation, % at 20 µM; 330,000 compounds, 0.17% hits;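 active = activation at or above 40% of the spot to cytoplasm intensity ratio, with at least 20 cells analyzed; inconclusive = wells under 20 cells, flagged as cytotoxic or low count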;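 also: 0% = DMSO without peptide and 100% = 100 nM NTR1 peptide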
Target sequence (P30989 whole entry, looked up): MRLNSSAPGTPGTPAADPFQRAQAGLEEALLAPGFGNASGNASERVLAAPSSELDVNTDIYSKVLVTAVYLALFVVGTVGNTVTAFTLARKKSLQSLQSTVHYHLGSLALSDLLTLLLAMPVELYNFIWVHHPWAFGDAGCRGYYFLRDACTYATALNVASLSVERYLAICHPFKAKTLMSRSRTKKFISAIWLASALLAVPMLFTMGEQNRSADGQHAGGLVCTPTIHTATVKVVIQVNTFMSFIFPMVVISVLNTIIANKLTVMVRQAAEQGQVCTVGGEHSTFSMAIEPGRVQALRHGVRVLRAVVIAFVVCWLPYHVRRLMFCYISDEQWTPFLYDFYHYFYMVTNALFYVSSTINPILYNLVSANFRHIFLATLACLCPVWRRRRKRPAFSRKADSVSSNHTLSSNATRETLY
LYP phosphatase – inhibitors of LYP phosphatase, biochemical, fluorescence intensity, uHTS (AID 1779) | 290,000 compounds, 0.054% hits | inhibition, % at 11.5 µM, or IC50 in µM where a hit was titrated | recombinant LYP phosphatase, fluorescence intensity; higher % means a stronger effect; in the data active = inhibition above about 50%;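 also: plate controls were vehicle with enzyme for no effect and no enzyme for full effect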
K1F lysis inhibition – protection from phage-mediated lysis, alamar blue read-out – E. coli UTI89, K1F phage, bacterial capsule biogenesis inhibitors (AID 488966); E. coli UTI89 K1F phage lysis, alamar blue, 2 h; higher % means a stronger effect; one-dose inhibition, % at 100 µM; IC50 in µM for titrated hits; 340,000 compounds, 0.02% hits;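 active = phage lysis inhibition, versus mean bacterial control, above a set limit; inconclusive = no clear call, values can overlap the other calls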;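 also: capsule biogenesis inhibitors block K1F phage lysis so surviving cells raise fluorescence; higher fluorescence means more inhibition of phage lysis; actives were called in the ten point dose series up to 300 µM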
WT yeast gro inh mutant strain – also measured in WT yeast gro inh; calls as there; inhibition, %; mitochondrial fusion phenotypic screen, mutant strain inhibition
Autophagy HCS cell loss 18 h – second read-out of Autophagy HCS, no call of its own (marks repeat the call); toxicity, %; measured here: cell loss, nuclei count;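 cell loss after 18 h compound exposure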
NTR1 ag cell count 20 µM – recorded beside NTR1 ag, whose call it bears; cell count; measured here: cell count, cytotoxicity flag
Dengue-2 NS5 capping pilot replicate – further read-out of Dengue-2 NS5 capping, marked with its call; inhibition, %; measured here: pilot screen replicate inhibition
Numbers without * were called inactive; i = inactive; ? = inconclusive; nt = no result given; [ ] = dose if it differs, or a comment.

SMILES	GPR35 arrestin U2OS	RSV antiviral HEp-2	Dengue-2 NS5 capping	AID2073	Autophagy HCS	Autophagy HCS cell loss 18 h	WT yeast gro inh	WT yeast gro inh mutant strain	NTR1 ag	NTR1 ag cell count 20 µM	LYP phosphatase	K1F lysis inhibition	others
COc1ccc(C=Nc2ccc3[nH]ncc3c2)c(O)c1	-9.0%	0.1%	-4.9%	?	i	14.6	9.7	2.2	2.6	87	-0.4%	0.4%
CNC(=O)c1cc2cc(Cc3ccccc3Cl)ccc2oc1=O	-3.3%	0.8%	0.0%	17.6%	i	-0.6	13.2	18.7	5.1	55	-2.3%	0.2%
O=C(CN(Cc1ccc(Cl)cc1)C(=O)CNS(=O)(=O)c1ccc(F)cc1)NCC1CCCO1 (stereo not given)	-17.2%	-0.4%	0.0%	2.2%	nt	nt	nt	nt	1.5	51	-5.1%	0.3%
Nc1nc(=S)c2ncn([C@@H]3O[C@H](CO)[C@@H](O)[C@H]3O)c2[nH]1	nt	2.5%	-3.7%	nt	nt	nt	nt	nt	4.7	52	nt	-11.4%
Cc1ccc(S(=O)(=O)c2c(N)n(/N=C/c3ccco3)c3nc4ccccc4nc23)cc1	-4.5%	8.8%	-4.8%	56.3%	i	2.0	6.2	0.7	6.1	51	5.2%	0.5%	Dengue-2 NS5 capping pilot replicate=-6.4
COc1ccc(C(=O)N/N=C(\c2ccccc2)c2ccccn2)cc1	nt	-0.7%	1.4%	-0.3%	i	16.1	68.0*	60.8*	nt	nt	6.1%	4.8%
C=CCN(C(=O)c1csnn1)C(C(=O)NCc1ccc(F)cc1)c1cccs1 (stereo not given)	4.7%	-0.3%	-3.3%	-3.7%	nt	nt	nt	nt	-1.9	62	-8.1%	1.1%
Cc1cc(C(=O)NNC(=O)Nc2cccc(C(F)(F)F)c2)no1	-11.2%	1.5%	nt	4.9%	i	10.5	-2.1	11.6	0.6	40	-2.7%	nt
CCc1ccc(S(=O)(=O)NCc2csc(C)n2)cc1	4.8%	2.8%	-3.9%	7.5%	nt	nt	nt	nt	1.1	97	-8.2%	-0.9%[50 µM]
COc1ccccc1C(=O)Nc1cccc(NC(=O)c2ccccc2C)c1	5.9%	13.5%	2.4%	12.6%	nt	nt	nt	nt	-0.3	78	-3.6%	2.7%
COCc1ccc([C@@H]2C[C@H]3CN(Cc4ccccc4C)C(=O)[C@]34CCCN24)o1	11.6%	4.8%	-0.8%	-5.8%	i	9.1	8.4	11.0	1.0	61	-7.1%	0.4%
Cn1c(SCc2ccccc2)nnc1-c1ccc(O)cc1	11.4%	2.3%	-13.5%	?	nt	nt	nt	nt	0.3	62	-9.3%	0.0%
Cc1ccccc1C(=O)Nc1ccc(S(=O)(=O)N2CCN(C)CC2)cc1	4.4%	-2.4%	-2.1%	8.6%	i	-4.4	-8.5	-4.8	0.5	52	0.8%	0.2%
CCOc1ccccc1NS(=O)(=O)c1ccc2c(c1)N(C)CCO2	-1.2%	2.3%	-6.2%	7.1%	nt	nt	nt	nt	-0.3	49	-7.4%	0.4%
O=C(Nc1ccc(Oc2ccc(Br)cc2)cc1)C1=CC=CN2CCS(=O)(=O)N=C12	nt	0.1%	1.5%	nt	nt	nt	nt	nt	7.6	61	nt	1.1%[50 µM]
C=CCn1c(SCC(=O)Nc2ccc(NC(=O)c3ccco3)c(OC)c2)nnc1-c1ccncc1	9.0%	-1.0%	-3.0%	1.7%	i	-4.5	0.8	-16.0	-0.2	63	1.3%	0.3%
COc1ccc(CCNS(=O)(=O)c2ccc(-n3cnnn3)cc2)cc1OC	8.0%	2.0%	-2.4%	2.8%	nt	nt	nt	nt	1.2	57	-8.0%	0.5%
COc1cc(C2NC(=O)NC(c3ccccc3)=C2C(C)=O)cc([N+](=O)[O-])c1O (stereo not given)	7.7%	1.0%	-4.0%	-10.4%	i	13.8	-0.2	7.0	-0.1	34	-5.8%	-0.1%
COc1ccc(NS(=O)(=O)c2ccc(N3CCOCC3)c(NC(=O)c3ccco3)c2)cc1	2.8%	0.4%	-1.4%	-4.0%	i	13.2	-3.4	2.3	0.7	60	-6.0%	0.9%
O=C(c1ccc([N+](=O)[O-])cc1)N1CCc2ccccc2C1	3.9%	2.4%	nt	-0.3%	i	-48.8	-1.0	-19.3	-1.3	98	3.3%	1.7%
Cc1ccc(C2(C)NC(=O)N(CC(=O)Nc3ccc(-c4nc5ccc(C)cc5s4)cc3)C2=O)cc1 (stereo not given)	-11.6%	44.5%	0.0%	14.5%	nt	nt	nt	nt	2.6	55	-2.5%	0.3%
N#CC1c2ccccc2C=CN1C(=O)c1ccccc1 (stereo not given)	18.2%	-1.0%	0.0%	1.2%	nt	nt	nt	nt	0.0	51	-3.2%	1.2%
O=C(/C=C/c1ccccc1)NC(=S)NNC(=O)c1cnccn1	-13.5%	nt	-7.7%	-17.7%	nt	nt	nt	nt	-0.5	42	1.3%	3.9%
CCc1c(C)nc(N)nc1Cl	-1.8%	2.5%	-14.1%	12.0%	nt	nt	nt	nt	-1.3	59	-1.9%	-0.1%
CCN1C=CC(=C2C(=O)c3ccccc3C2=O)C=C1	5.6%	-1.1%	-4.1%	8.6%	i	9.1	33.2	39.0	12.3	101	-5.5%	0.1%	Dengue-2 NS5 capping pilot replicate=-5.3
CCN1CCN(CCC(=O)Nc2ccccc2OC)CC1	6.5%	0.6%	0.0%	9.5%	i	3.8	-12.1	-9.0	0.3	60	-7.0%	1.8%
COc1cc(/C=N/NC(=O)COc2ccccc2C)ccc1OC(=O)c1cccs1	13.7%	2.4%	-1.1%	-4.0%	i	-20.5	15.7	8.7	-1.0	95	-0.8%	-0.5%
Cc1cc(C)c(O)c(-c2cc(C(=O)NCCc3ccc(S(N)(=O)=O)cc3)[nH]n2)c1	-6.2%	4.0%	-3.1%	2.8%	nt	nt	nt	nt	-0.9	51	-4.9%	1.1%
O=C(NCc1ccccc1)c1csc2c1CCCC2	-9.2%	0.7%	-0.9%	12.1%	i	35.4	-4.2	-17.7	-1.1	89	-6.6%	0.2%
O=C(CCc1nnc(C2CCCCC2)o1)N1CCN(Cc2ccccc2)CC1	3.4%	-0.8%	-1.4%	-2.9%	i	12.8	8.1	4.1	0.8	56	-9.3%	-2.6%
COc1ccccc1-c1noc2ncnc(Nc3cccc(C)c3C)c12	-0.5%	0.7%	-4.0%	-2.4%	nt	nt	nt	nt	-2.1	95	-7.9%	0.2%
O=S(=O)(Nc1ccc(Oc2ncccn2)c(Cl)c1)c1ccc(F)cc1	9.5%	0.3%	-4.0%	0.2%	i	7.2	-11.6	-28.7	0.8	50	-9.2%	0.1%
Cc1ccc(NC(=S)Nc2ccc3cn[nH]c3c2)c(C)c1	-10.2%	2.6%	-1.5%	12.7%	i	0.3	-4.4	24.8	1.3	77	-5.2%	0.4%
CN(C)S(=O)(=O)c1ccc(C(=O)Nc2nnc(SCC(=O)NCC3CCCO3)s2)cc1 (stereo not given)	-5.0%	1.3%	3.9%	-5.7%	nt	nt	nt	nt	-0.5	80	-6.3%	-0.4%[50 µM]
Cc1cc(C)n(CCc2nc(-c3cc4ccccc4o3)cs2)n1	-6.0%	2.1%	-5.5%	-5.8%	i	7.0	nt	nt	-0.5	41	1.3%	-0.1%
CC(C)C(=O)Nc1ccc(C(=O)NNC(=S)NC(=O)c2ccccc2[N+](=O)[O-])cc1	-6.4%	0.6%	2.3%	-5.5%	i	9.7	-5.3	1.9	-2.1	44	-1.4%	0.0%
CCCCNS(=O)(=O)c1ccc2nc(-c3cccnc3)cc(C(=O)NC3CC3)c2c1	-21.6%	0.7%	-4.9%	7.9%	i	6.6	1.1	-13.2	-2.5	80	-0.5%	-0.8%
CCOC(=O)/C=C/C(=O)Nc1ccccc1C(=O)NC1CCCCC1	6.1%	1.1%	0.0%	0.0%	i	-6.6	-9.2	-3.1	-1.0	62	-8.0%	4.7%
CCN(Cc1ccccc1)S(=O)(=O)c1cc2[nH]c(=O)c(=O)[nH]c2cc1C	-0.3%	0.3%	5.8%	12.5%	nt	nt	nt	nt	9.7	63	0.4%	3.6%
Cn1c(=O)cc(Nc2ccc(Cl)cc2)[nH]c1=O	-3.6%	0.5%	-2.3%	-0.2%	nt	nt	nt	nt	-0.6	54	-7.3%	1.2%
CCCCN1Cc2cc(C(=O)c3cc(OC)ccc3O)cnc2NC1=O	-8.8%	1.3%	-4.8%	9.4%	i	-3.4	1.0	17.4	-0.2	52	1.5%	-1.4%
CC1=C(C(=O)Nc2ccccc2)C(c2ccco2)NC(=S)N1 (stereo not given)	9.6%	1.7%	-10.2%	-12.4%	i	23.6	3.4	-7.6	-1.1	68	-7.1%	0.8%	Dengue-2 NS5 capping pilot replicate=4.1
CCSc1c([N+](=O)[O-])c(=O)n(-c2ccccc2)c2ccccc12	nt	1.3%	-24.5%	nt	nt	nt	nt	nt	2.2	42	nt	-1.1%
CNc1cc(CSc2ccc(Cl)cc2)nc(C)n1	-27.8%	-0.7%	1.5%	1.2%	i	13.7	6.2	-6.2	0.0	34	-1.2%	0.6%
O=C(Cc1cnn(-c2ccccc2)c1)c1ccc(O)c(O)c1O	6.1%	1.0%	75.7µM*	30.8%	i	1.8	-11.4	4.8	-0.4	54	-6.0%	0.7%
O=C1CCn2nc(-c3ccc(Cl)cc3)cc2N1	-6.4%	-1.1%	-5.6%	-7.5%	i	5.6	6.3	20.1	5.1	65	-3.5%	1.1%
COc1ccccc1OCC(=O)NNC(=O)c1ccc2c(=O)n3c(nc2c1)CCC3	11.9%	0.2%	-9.1%	9.6%	nt	nt	nt	nt	-0.2	67	-11.8%	0.9%[50 µM]
COC(=O)c1cccc(Nc2nc(-c3ccncc3)nc3ccccc23)c1	16.6%	?	9.1%	11.4%	nt	nt	nt	nt	3.2	51	-11.6%	0.0%
CSc1nnc(-c2ccc(S(=O)(=O)N3CCOCC3)cc2)n1CC1CCCO1 (stereo not given)	0.9%	0.9%	3.4%	-5.6%	i	2.8	-0.4	-0.4	-0.7	91	-9.8%	0.5%	Dengue-2 NS5 capping pilot replicate=-1.7

Looked up one by one from above:
SMILES	GPR35 arrestin U2OS	RSV antiviral HEp-2	Dengue-2 NS5 capping	AID2073	Autophagy HCS	Autophagy HCS cell loss 18 h	WT yeast gro inh	WT yeast gro inh mutant strain	NTR1 ag	NTR1 ag cell count 20 µM	LYP phosphatase	K1F lysis inhibition	others
C=CCN(C(=O)c1csnn1)C(C(=O)NCc1ccc(F)cc1)c1cccs1 (stereo not given)	4.7%	-0.3%	-3.3%	-3.7%	nt	nt	nt	nt	-1.9	62	-8.1%	1.1%
COc1ccc(C(=O)N/N=C(\c2ccccc2)c2ccccn2)cc1	nt	-0.7%	1.4%	-0.3%	i	16.1	68.0*	60.8*	nt	nt	6.1%	4.8%
